HTT ATP protect = Huntington cell model cytoprotection by ATP luminescence. PC12 HTT-Q103 induced, cytoprotection, ATP luminescence, 40 h. AID 1471. Potency, µM (highest dose often 56.4 µM), for inactives: cytoprotection (ATP increase), most hits filed as activators. 230,000 tested, 0.14% active;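 note: potency is the fitted concentration of half-maximal effect; % of control where 0% means no effect; nearly all actives have a fitted effect of over 45% in size; toxic huntingtin expression switched on by the ecdysone agonist tebufenozide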
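Stable PC12 Q103-GFP cells in serum-supplemented, phenol red-free DMEM; induction by tebufenozide at 100 nM final; compound dose series; cell viability quantified luminescently from ATP.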
HttQ103 aggreg = mutant huntingtin aggregation inhibition; Potency, µM (highest dose often 46.1 µM), without a hit: top-dose activity change, negative = inhibition, actives largely listed as inhibitors; 220,000 tested, 1.1% active; PC12 HttQ103-GFP aggregates, Acumen cytometry, 40 h; AID 1688; note: potency is the fitted concentration of half-maximal effect; % is set by controls: 0 for no effect and ±100 for the full control effect; nearly all actives have a fitted effect of over 60% in size
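Aggregate formation scored by laser-scanning cytometer (488 excitation, 500–530 emission) in lysed PC12 cells expressing Q103-GFP after 100 nM tebufenozide induction; library tested in dose series, with ATPLite reagent added in the multiplex.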
IMPase Li inh = IMPase inhibition in cells with lithium potentiation. CHO-M1 cells, IP1 TR-FRET (IP-One), carbachol + lithium. AID 1457. 210,000 tested, 0.35% active. Potency, µM (highest dose often 59.4 µM), inactives show at the highest dose activity, negative = IMPase inhibition, usual class: inhibitors;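 note: IP1 builds up when IMPase is blocked and the TR-FRET signal falls; potency is the fitted concentration of half-maximal effect; plate controls were basal vehicle for no effect and high inhibitor control for full effect; nearly all actives have a fitted effect of over 50% in size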
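Readout is a homogeneous TR-FRET IP1 immunoassay (Ex 320, Em 665 and 620), where raised cytosolic IP1 lowers signal. Cells were CHO-M1 treated 30 min at 37C with test compounds plus a little lithium; AC50 values came from Hill-equation fitting.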
KinaseGlo FLuc = counter-screen: inhibitors of Kinase-Glo firefly luciferase; Q27757; Kinase-Glo luciferase, ATP luminescence, 8 min; Potency, µM (highest dose often 38.3 µM), without a hit: top-dose activity change, negative = inhibition, usual class: inhibitors; 200,000 tested, 0.28% active; note: potency is the fitted concentration of half-maximal effect; % is set by controls: 0 for no effect and ±100 for the full control effect; nearly all actives have a fitted effect of over 60% in size
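Substrate mix (final 50 mM imidazole pH 7.2, 50 mM KCl, 7 mM MgCl2, 10 uM ATP, 0.01% Tween 20, 0.05% BSA) plus pin-tool compound, then Kinase-Glo detection mix; 8 min ambient, luminescence read.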
SMN2 splice enh = enhancers of SMN2 splice variant expression. 210,000 tested, 2.8% active. HEK293 SMN2-luciferase splicing reporter, luminescence, 30-36 h. Potency, µM (doses to about 46.1 µM), for the others: at the highest dose activity change, positive = activation, actives largely listed as activators; note: potency is the fitted concentration of half-maximal effect; % of control where 0% means no effect; nearly all actives have a fitted effect of over 55% in size
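HEK293 cells carry an SMN2 […]–luciferase reporter in which exon 7 inclusion puts luciferase in frame. Cells were plated 10-12 h before compound addition, then incubated 30-36 h at 37C. ONE-Glo luminescence was read; sodium butyrate at 4.5 mM final served as control.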
CBFb RUNX1 block = inhibitors of human CBF-beta and RUNX1 interaction. Q01196+Q13951. AlphaScreen CBFb-His/RUNX1-biotin binding, biochemical. Potency, µM (doses to about 59.8 µM), inactives show at the top dose activity, negative = inhibition, usual class: inhibitors. 230,000 tested, under 10 active; note: % of control where 0% means no effect
Target sequence (Q01196 whole entry, looked up): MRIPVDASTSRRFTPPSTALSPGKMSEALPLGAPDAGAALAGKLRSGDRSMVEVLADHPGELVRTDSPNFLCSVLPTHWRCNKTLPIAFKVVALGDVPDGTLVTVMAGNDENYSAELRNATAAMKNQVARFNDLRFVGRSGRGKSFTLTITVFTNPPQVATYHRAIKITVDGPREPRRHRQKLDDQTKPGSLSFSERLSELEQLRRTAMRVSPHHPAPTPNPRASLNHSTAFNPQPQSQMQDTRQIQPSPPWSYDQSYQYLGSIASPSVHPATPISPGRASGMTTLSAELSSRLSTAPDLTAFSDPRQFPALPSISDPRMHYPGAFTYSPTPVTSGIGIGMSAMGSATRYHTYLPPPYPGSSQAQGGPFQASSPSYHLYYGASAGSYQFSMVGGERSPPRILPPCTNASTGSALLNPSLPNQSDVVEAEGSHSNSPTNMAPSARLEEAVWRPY
Target sequence (Q13951 whole entry, looked up): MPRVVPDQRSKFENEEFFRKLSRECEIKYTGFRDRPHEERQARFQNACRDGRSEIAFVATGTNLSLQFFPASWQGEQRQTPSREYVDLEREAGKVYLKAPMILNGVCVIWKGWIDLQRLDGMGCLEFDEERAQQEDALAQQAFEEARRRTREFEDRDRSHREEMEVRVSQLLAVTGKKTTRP
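Read-out: AlphaScreen. Format: His-CBF-beta with biotinylated RUNX1 (30 nM each) preincubated 20 min, compound 15 min, Ni-chelate plus streptavidin beads 90 min; room temperature throughout.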
Lamin A splicing = LMNA splicing modulation | HeLa LMNA splicing GFP/RFP minigene ratio, 48 h | Potency, µM (series often up to 46.1 µM), for inactives: top-dose ratio change, negative = inhibition, most hits filed as inhibitors | 200,000 tested, 0.01% active | AID 1487; active = well fitted inhibition curve with a large enough effect in the signal ratio, with a control signal flat, not every such curve was filed as active; inconclusive = small, poorly fitted or top-dose-only effect, or effect the other way, or a change in a side signal; the % refers to the signal ratio; note: potency is the fitted concentration of half-maximal effect; % is set by controls: 0 for no effect and ±100 for the full control effect
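Read-out is the ratio of GFP to DsRed2 object intensity, acquired by 488 nm laser-scanning cytometry on HeLa lamin A-EGFP minigene reporter cells. Compound incubation 48 hrs at 37 °C in Opti-MEM with 2% FBS; DMSO 0.5% final.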
* marks the source's active call; other numbers are inactive results; & = joins results of further samples; [ ] = dose if it differs, or a comment. Unless noted, calls come from the whole dose curve; as a rule, active = well fitted curve in the direction sought with a large enough effect; inconclusive = small, poorly fitted or top-dose-only effect, or another doubt; inactive = no such curve, though single readings can be large; an effect the other way counts as inactive or inconclusive.

Screening Clc1cccc(Cl)c1CSc1cc2c(nn1)-c1ccccc1CC2 returned HTT ATP protect -3%, HttQ103 aggreg -16%, IMPase Li inh -6%[38.3 µM], KinaseGlo FLuc 1%, SMN2 splice enh -4%, CBFb RUNX1 block 7% and Lamin A splicing 3%.
Screening O=C(Cn1cc(C(F)(F)F)ccc1=O)N/N=C/c1ccc(Cl)c(Cl)c1 returned HTT ATP protect 8%[10 µM], HttQ103 aggreg -3%, IMPase Li inh 3%, KinaseGlo FLuc 1%, SMN2 splice enh 23%, CBFb RUNX1 block 2% and Lamin A splicing -15%.
Screening CC(C)NC(=O)c1ccccc1NC(=O)C(C)Oc1ccccc1 (configuration not stated) returned HTT ATP protect -13%, HttQ103 aggreg inconclusive, IMPase Li inh 4%, KinaseGlo FLuc 0%, SMN2 splice enh -15%, CBFb RUNX1 block 8% and Lamin A splicing 19%[46 µM].
For CCn1c2ccccc2c2cc(NC(=O)COC(=O)c3cc(Cl)c(N)cc3OC)ccc21 the results were HTT ATP protect -9%[10 µM], HttQ103 aggreg -9%[9.22 µM] and CBFb RUNX1 block -10%.
`S=C(Nc1cccc(Cl)c1)Nc1ccc2cn[nH]c2c1` gave HTT ATP protect -6%[1.9 µM], HttQ103 aggreg inconclusive, IMPase Li inh -2%, KinaseGlo FLuc 2%, SMN2 splice enh 28%, CBFb RUNX1 block 5% and Lamin A splicing -12%.
For O=c1c(-c2ccc(F)cc2)nc2cnc(N3CCOCC3)nc2n1Cc1ccc(F)cc1 the results were HTT ATP protect inconclusive, IMPase Li inh 6% and Lamin A splicing 24%.
For CC(C)(C)c1ccc(O)c(N=Cc2cc(Br)ccc2O)c1 the results were HTT ATP protect 31%[10 µM], HttQ103 aggreg 4%[9.22 µM], IMPase Li inh -10%, KinaseGlo FLuc -2% and CBFb RUNX1 block -6%.
For O=C(C=C1SCCS1)/C=C/c1ccco1 the results were HTT ATP protect -52%[inhibitor], HttQ103 aggreg 12%, IMPase Li inh -2%[38.3 µM], KinaseGlo FLuc -20%, SMN2 splice enh 13µM*, CBFb RUNX1 block -14% and Lamin A splicing -2%.
`Cn1c(SCC(=O)c2ccccc2)nnc1-c1ccncc1` gave HTT ATP protect 10%[10 µM], HttQ103 aggreg 23%, IMPase Li inh 5%, KinaseGlo FLuc -2%, SMN2 splice enh 3%, CBFb RUNX1 block 5% and Lamin A splicing inconclusive.
Screening O=C(OCC(=O)c1cccs1)c1cccc(C(=O)OCC(=O)c2cccs2)n1 returned HTT ATP protect -26%, HttQ103 aggreg 25%, IMPase Li inh -16%[38.3 µM], KinaseGlo FLuc -4%, SMN2 splice enh 2%, CBFb RUNX1 block -9% and Lamin A splicing -3%.
For CCN(CC)c1ccc(/C=N/N=C(c2ccccc2)c2ccccc2)c(O)c1 the results were HTT ATP protect -17%[0.074 µM], HttQ103 aggreg 0%, IMPase Li inh 26%, KinaseGlo FLuc -1%, SMN2 splice enh -29%, CBFb RUNX1 block 8% and Lamin A splicing inconclusive.
CCOc1cc(/C=N\NC(N)=O)cc(Br)c1OC(C)C was read as HttQ103 aggreg -2%, IMPase Li inh 1%, KinaseGlo FLuc 2%, SMN2 splice enh 14%, CBFb RUNX1 block -4% and Lamin A splicing -22%.
For Cc1ccc(S(=O)(=O)Nc2ccc3c(c2)nc(CCN2CCOCC2)n3C)cc1 the results were HTT ATP protect 7%[10 µM], HttQ103 aggreg 6%[9.22 µM] and CBFb RUNX1 block -6%.
For Cc1cc(C(F)F)n2ncc(C(=O)N3CCC(C(N)=O)CC3)c2n1 the results were HTT ATP protect -3%, HttQ103 aggreg 9%, IMPase Li inh 18%[38.3 µM], KinaseGlo FLuc -2%, SMN2 splice enh -9%, CBFb RUNX1 block 21% and Lamin A splicing 11%.
Screening CCCCOc1ccc(CON(C(C)=O)C(C)=O)cc1Cl returned HTT ATP protect 10%[10 µM], HttQ103 aggreg 3%[9.22 µM] and CBFb RUNX1 block 21%.
Screening CC1(C)C(=O)OC(c2c3ccccc3cc3ccccc23)C(C)(C)C1=O (configuration not stated) returned HTT ATP protect 2%[10 µM], HttQ103 aggreg 6%[9.22 µM] and CBFb RUNX1 block inconclusive.
Screening O=S(=O)(NCCCc1ccccc1)c1cccc2nsnc12 returned HttQ103 aggreg -6%, IMPase Li inh -4%, KinaseGlo FLuc 1%, SMN2 splice enh -17%, CBFb RUNX1 block 0% and Lamin A splicing inconclusive.
Screening COc1cccc(-n2c(=O)[nH]cc(C(=O)Nc3ccc4c(c3)OCCO4)c2=O)c1 returned HTT ATP protect 19%[10 µM], HttQ103 aggreg -3%, IMPase Li inh -3%, KinaseGlo FLuc 2%, SMN2 splice enh 4%, CBFb RUNX1 block -3% and Lamin A splicing -10%.
O=C(O)Cn1c(P(=O)(O)c2ccccc2)nc2ccccc21 was read as HTT ATP protect -11%[10 µM], HttQ103 aggreg 27%, IMPase Li inh -14%[38.3 µM], KinaseGlo FLuc -2%, SMN2 splice enh 4%, CBFb RUNX1 block 8% and Lamin A splicing 4%.
Screening COc1ccc(S(=O)(=O)N2CCC(C(=O)N3CCCCC3)CC2)cc1OC returned HTT ATP protect -23%, HttQ103 aggreg 0%, IMPase Li inh -5%[38.3 µM], KinaseGlo FLuc -6%, SMN2 splice enh -20%, CBFb RUNX1 block -3% and Lamin A splicing 13%.
CN=c1scc(C)n1/N=C/c1ccc2c(c1)OCO2 was read as HTT ATP protect -117%[inhibitor][10 µM], HttQ103 aggreg -10%, IMPase Li inh 15%[38.3 µM], KinaseGlo FLuc -23%, SMN2 splice enh 4.5µM*, CBFb RUNX1 block -10% and Lamin A splicing -11%.
CCc1noc(C)c1C(=O)N1CC(C)OC(C)C1 (configuration not stated) was read as HTT ATP protect 16%, HttQ103 aggreg 2%, IMPase Li inh -17%[38.3 µM], KinaseGlo FLuc 8%, SMN2 splice enh 16%, CBFb RUNX1 block 0% and Lamin A splicing -6%.
For O=C(CCC(=O)N(CC(=O)NC1CCCCC1)Cc1cccs1)Nc1nccs1 the results were HTT ATP protect 19%[10 µM], HttQ103 aggreg 9%[9.22 µM] and CBFb RUNX1 block 12%.
For CCOC(=O)N1CCC(NC(=O)CSCc2cnn(-c3ccccc3)c2-n2cccc2)CC1 the results were HTT ATP protect -10%, HttQ103 aggreg -23%, IMPase Li inh 15%[38.3 µM], KinaseGlo FLuc -2%, SMN2 splice enh -22%, CBFb RUNX1 block 3% and Lamin A splicing 17%.
Screening CN(C)C(=O)NC(Nc1ccc(Cl)cc1Cl)C(Cl)(Cl)Cl (configuration not stated) returned HTT ATP protect -1%[10 µM], HttQ103 aggreg -14%, IMPase Li inh 2%, KinaseGlo FLuc -3%, SMN2 splice enh -7%, CBFb RUNX1 block 7% and Lamin A splicing -3%.
For Cc1cc(NS(=O)(=O)c2ccc(NC(=O)c3cnc4sccn4c3=O)cc2)nc(C)n1 the results were HTT ATP protect -17%[10 µM], HttQ103 aggreg 5%[9.22 µM], IMPase Li inh -8% and CBFb RUNX1 block 13%.
For CC1CCCCN1CC(=O)Nc1sc2c(c1C#N)CCC2 (configuration not stated) the results were HTT ATP protect 2%, HttQ103 aggreg -7%, IMPase Li inh -9%[38.3 µM], KinaseGlo FLuc 3%, SMN2 splice enh -16%, CBFb RUNX1 block -13% and Lamin A splicing -2%.
Screening CN(C)CCNS(=O)(=O)c1ccc(Cl)cc1 returned HTT ATP protect -14%[0.074 µM], HttQ103 aggreg 12%, IMPase Li inh -2%, KinaseGlo FLuc 1%, SMN2 splice enh -3%, CBFb RUNX1 block 7% and Lamin A splicing -11%.
`O=C(CN1C(=O)C2CC=CCC2C1=O)NCc1cccs1` (configuration not stated) gave HTT ATP protect -14%, HttQ103 aggreg 7%, IMPase Li inh 7%, KinaseGlo FLuc 0%, SMN2 splice enh 12%, CBFb RUNX1 block 0% and Lamin A splicing 2%[46 µM].
`c1ccc2c(c1)Cn1c-2nc2ccccc21` gave HTT ATP protect -28%[10 µM], HttQ103 aggreg 1%, IMPase Li inh 23%[38.3 µM], KinaseGlo FLuc 11µM*, SMN2 splice enh 10µM*, CBFb RUNX1 block 2% and Lamin A splicing -3%.
Screening O=Cc1c(N2CCN(c3ccccc3)CC2)nc2ccccn2c1=O returned HTT ATP protect -11%, HttQ103 aggreg 15%, IMPase Li inh 2%, KinaseGlo FLuc 2%, SMN2 splice enh 14%, CBFb RUNX1 block 0% and Lamin A splicing inconclusive.
Screening CCC(C)NC(=O)C(=O)NC1CCCC1 (configuration not stated) returned HTT ATP protect -10%[10 µM], HttQ103 aggreg -9%, IMPase Li inh -5%, KinaseGlo FLuc 0%, SMN2 splice enh 8%, CBFb RUNX1 block 9% and Lamin A splicing -9%.
Cc1cc(C(=O)O)c(CSCc2cc(C(=O)O)oc2C)o1 was read as HTT ATP protect 17%, HttQ103 aggreg -3%[9.22 µM], IMPase Li inh -4%[38.3 µM], KinaseGlo FLuc 2%, SMN2 splice enh -3%, CBFb RUNX1 block -1% and Lamin A splicing -3%.
For CC(C)n1cnc2c(NCc3ccccc3)nc(NCCO)nc21 the results were HTT ATP protect 30%, IMPase Li inh 4% and CBFb RUNX1 block -6%&-8%.
O=C(/C=C/c1ccc(F)cc1)N1CCCN(C(=O)/C=C/c2ccc(F)cc2)CC1 was read as HTT ATP protect -11%[10 µM], HttQ103 aggreg 1%, IMPase Li inh 25%, KinaseGlo FLuc 2%, SMN2 splice enh -11%, CBFb RUNX1 block -5% and Lamin A splicing inconclusive.
COc1ccc2nc(NC(=O)c3cccc(S(=O)(=O)N4CCOCC4)c3)sc2c1 was read as HTT ATP protect -53%[inhibitor], HttQ103 aggreg inconclusive, IMPase Li inh 13%[38.3 µM], KinaseGlo FLuc 2%, SMN2 splice enh -29%, CBFb RUNX1 block 13% and Lamin A splicing inconclusive.
`CCOC(=O)c1cnc(Nc2nc3ccccc3o2)nc1C` gave HTT ATP protect -79%[inhibitor][10 µM], HttQ103 aggreg 12%, IMPase Li inh 19%[38.3 µM], KinaseGlo FLuc 2µM*, SMN2 splice enh -33%[inhibitor], CBFb RUNX1 block 2% and Lamin A splicing 6%.

High-throughput results as filed in PubChem BioAssay.
